High-throughput results (PubChem BioAssay)
GLP-1R inv ag – inverse agonists of human GLP-1 receptor; 1.6% of 410,000 active; HEK293 GLP-1R CRE-luciferase, luminescence, 24 h; GLP-1R form is constitutively active; Potency, µM (top dose mostly 38.3 µM), for inactives: top-dose activity change, negative = inhibition, most hits filed as inhibitors; P43220; further: potency means the concentration at half of the fitted maximal effect; on the % scale 0 is the no-effect control and ±100 the full control effect; nearly all actives have a fitted effect of over 55% in size
Target sequence (P43220 whole entry, looked up): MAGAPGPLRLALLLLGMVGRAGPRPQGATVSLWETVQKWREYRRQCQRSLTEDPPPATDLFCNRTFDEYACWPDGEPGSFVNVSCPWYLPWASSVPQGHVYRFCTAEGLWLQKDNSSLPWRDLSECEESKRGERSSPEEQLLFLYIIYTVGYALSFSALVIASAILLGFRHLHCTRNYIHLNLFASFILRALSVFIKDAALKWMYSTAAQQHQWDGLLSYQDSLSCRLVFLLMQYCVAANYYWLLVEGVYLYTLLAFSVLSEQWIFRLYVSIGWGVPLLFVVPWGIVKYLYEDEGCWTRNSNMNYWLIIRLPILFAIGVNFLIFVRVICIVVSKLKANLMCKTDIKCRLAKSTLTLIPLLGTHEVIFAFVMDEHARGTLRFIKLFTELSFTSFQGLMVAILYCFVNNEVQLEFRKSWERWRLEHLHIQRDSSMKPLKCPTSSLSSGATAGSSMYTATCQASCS
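Cells are plated, allowed 12 hours at 37 deg C, then treated with compounds for 24 hr before luciferase detection reagent is added and luminescence is read after 12 min at room temperature. The HEK293 line carries constitutively active GLP-1R with a cAMP-responsive reporter.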
KB-V1 MDR tox – kills drug-selected multidrug resistant KB-V1 cells. Potency, µM (series often up to 46.1 µM), for the others: top-dose activity change, negative = cytotoxicity, actives largely listed as cytotoxic. AID 1347076. KB-V1 MDR cells viability, CellTiter-Glo, 72 h. 3.4% of 400,000 active; further: potency means the concentration at half of the fitted maximal effect; on the % scale 0 is the no-effect control and ±100 the full control effect; nearly all actives have a fitted effect of over 60% in size
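Cytotoxicity toward P-gp-expressing KB-V1 cells was determined as loss of CellTiter-Glo luminescence after 72 h at 37 degrees C. Compounds were tested in quantitative HTS format across a concentration range, with curves fitted to normalized data.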
PTHR1 agonist – PTHR1 (human) receptor agonism; Q03431; HEK293 GP2 PTHR1 cells, GloSensor cAMP luminescence, 1 h; Potency, µM (highest dose often 115 µM), inactives show at the top dose activation, usual class: activators; 0.075% of 410,000 active; AID 743266; further: potency means the concentration at half of the fitted maximal effect; nearly all actives have a fitted effect of over 55% in size; some results filed as inactive show a strong effect at the top dose; inactives centre near -15; many of its hits are not listed in these tables
Target sequence (Q03431 whole entry, looked up): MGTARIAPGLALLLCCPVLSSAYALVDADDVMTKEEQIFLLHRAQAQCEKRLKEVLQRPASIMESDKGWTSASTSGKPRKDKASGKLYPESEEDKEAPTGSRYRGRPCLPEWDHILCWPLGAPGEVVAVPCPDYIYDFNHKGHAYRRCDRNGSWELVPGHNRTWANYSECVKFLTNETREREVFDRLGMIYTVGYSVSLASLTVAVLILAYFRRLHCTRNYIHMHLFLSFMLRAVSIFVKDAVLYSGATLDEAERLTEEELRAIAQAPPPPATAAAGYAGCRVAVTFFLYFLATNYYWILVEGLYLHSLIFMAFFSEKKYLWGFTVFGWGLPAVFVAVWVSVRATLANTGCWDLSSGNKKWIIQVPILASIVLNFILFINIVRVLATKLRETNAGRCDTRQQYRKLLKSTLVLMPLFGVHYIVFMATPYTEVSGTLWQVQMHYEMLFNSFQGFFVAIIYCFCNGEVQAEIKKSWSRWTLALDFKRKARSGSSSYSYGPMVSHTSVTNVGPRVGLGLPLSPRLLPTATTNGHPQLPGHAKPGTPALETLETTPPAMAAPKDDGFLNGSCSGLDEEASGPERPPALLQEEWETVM
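HEK-293-derived GP2 cells expressing PTHR1 and a GloSensor cAMP reporter, 3,000/well, plated overnight, given luciferin plus IBMX (each 0.5 mM as added) for 1 h at 37 °C, then compound for 1 h at 37 °C. Luminescence was read after 15 min at room temperature.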
GLP1R cytotox – cytotoxicity in counter-screen for GLP-1R inverse agonists; HEK293 cAMP-luciferase reporter cells, luminescence, 24 h; Potency, µM (top dose mostly 38.3 µM), for inactives: top-dose activity change, negative = inhibition, most hits filed as inhibitors; 0.13% of 410,000 active; AID 624418;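 further: loss of luciferase light is scored as toxicity; potency means the concentration at half of the fitted maximal effect; on the % scale 0 is the no-effect control and ±100 the full control effect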
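Seeding density was 200 cells/uL; after overnight-length (12 h) culture, 23 nL compounds went on for 24 h at 37 °C. Readout used a luciferase detection reagent, luminescence taken after 12 min at room temperature.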
aSyn yeast inh – rescues yeast growth from alpha-synuclein toxicity. Potency, µM (highest dose often 46.1 µM), inactives show top-dose growth rescue (activation), usual class: activators. Yeast expressing alpha-synuclein, growth rescue, BacTiter-Glo, 24 h. 0.14% of 370,000 active; further: potency means the concentration at half of the fitted maximal effect; % of control where 0% means no effect; nearly all actives have a fitted effect of over 65% in size
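Galactose-induced alpha-syn yeast (OD600=0.02, raffinose-pregrown) + pinned cpd, 24 hr, 30 deg C; growth by BacTiter-Glo luminescence. Growth restoration scores as activation.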
GLP-1R agonist – activates the human GLP-1 receptor; P43220; 0.007% of 380,000 active; Potency, µM (doses to about 45.6 µM), for inactives: top-dose activation, usual class: activators; HEK293 GLP-1R CRE-luciferase, luminescence, 4-6 h; cells express a hypersensitive GLP-1R form; further: potency means the concentration at half of the fitted maximal effect; % of control where 0% means no effect
TDP43 rescue – TDP-43 toxicity inhibition in yeast; TDP-43 expressing yeast growth rescue, BacTiter-Glo, 24 h; AID 652104; 1.8% of 410,000 active; Potency, µM (doses to about 46.1 µM), for the others: at the highest dose growth rescue (activation), hits mostly activators; further: potency means the concentration at half of the fitted maximal effect; % of control where 0% means no effect; nearly all actives have a fitted effect of over 50% in size
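Yeast expressing TDP-43 (pregrown in raffinose, seeded at OD600=0.02 in galactose medium) exposed to compounds 24 hr at 30 deg C. Growth read by BacTiter-Glo luminescence; rescue of toxicity appears as increased signal.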
D3 antag – antagonists of human D3 dopamine receptor; P35462; D3R cells, DiscoveRx beta-arrestin luminescence, antagonist mode; hits give low values; max response, negative = inhibition, %; 2.5% of 360,000 active; AID 652054; in the data active means max response below about -50%; inconclusive means no clear call, values can overlap the other calls; further: on the % scale 0 is the no-effect control and ±100 the full control effect; mostly tested at two doses, the higher about 12 µM
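Cells plated overnight at 1500 cells/well, then exposed to library compounds with dopamine controls for 90 minutes at 37 degrees C. DiscoveRx reagent added for 30–60 minutes at room temperature; luminescence read, quantitative HTS format.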
DRD3 agonist – agonists of human D3 dopamine receptor. 0.58% of 410,000 active. P35462. max activation, %. AID 652048. D3R DiscoveRx beta-arrestin cells, luminescence, 90 min; in the data active means max activation above about 30%; further: 0% is about no effect; mostly tested at two doses, the higher about 12 µM
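Agonist mode: compounds and dopamine controls were applied to plated cells for 90 min at 37 degrees C after an overnight attachment at 1500 cells/well. Luminescent read-out followed 30 - 60 minutes at room temperature with DiscoveRx detection reagent.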
Numbers without * were called inactive; i = inactive; ? = inconclusive; nt = no result given; [ ] = another dose, or the depositor's remark. Unless noted, the call rests on the fitted dose curve; in most records, active means well fitted curve in the direction sought with a large enough effect; inconclusive means small, poorly fitted or top-dose-only effect, or another doubt; inactive means no such curve, though single readings can be large; an effect the other way counts as inactive or inconclusive.

1	CCOC(=O)COc1c(Br)cc(/C=C2\SC(=O)N(CC(=O)N3CCCC3)C2=O)cc1OC
2	CCn1c(CNC(=O)c2cccc(C)c2)nc2ccccc21
3	Cc1ccc2nc(C(F)(F)F)c(C#N)c(N)c2c1
4	CC1CCC(NCCNC(=O)c2ccco2)CC1 (stereo not given)
5	CCOc1ccc(S(=O)(=O)N/N=C\c2ccc3c(c2)OCO3)cc1
6	COCCNC(=O)c1sc(=O)n(Cc2ccc(SC)cc2)c1C
7	COc1ccc(C)cc1NC(=S)NC(C)c1ccc(OC)c(OC)c1 (stereo not given)
8	COC(=O)[C@@H](NC(=O)CCc1nnc(-c2ccsc2)o1)C(C)C

entry no.	1	2	3	4	5	6	7	8
TDP43 rescue	2%	?	?	12%	-10%	0%	0%	-2%
D3 antag	0	-17	21	-19	9	11	-8	8
KB-V1 MDR tox	-4%	20%	?	3%	-3%	?	-16%	?
GLP1R cytotox	-13%	3%	?	-1%	-5%	1%	?	-6%
DRD3 agonist	2	-11	2	-14	3	6	-3	3
GLP-1R agonist	-5%	2%	-13%	4%	1%	2%	-11%	8%
PTHR1 agonist	-24%	i	-19%	-11%	-29%	-7%	-35%[inhibitor]	i
aSyn yeast inh	3%	1%	1%	1%	1%	-1%	-15%	6%
GLP-1R inv ag	11%	-1%	?	-14%	12%	11%	?	8%

9	COc1ccc(CCNC(=O)Nc2cccc([N+](=O)[O-])c2)cc1OC
10	CCCCc1nn2c(=O)cc(COC(=O)c3cccc(NC(=O)c4cccs4)c3)nc2s1
11	CCn1c(/C(C#N)=C/c2ccccc2Cl)nc2ccccc21
12	COc1ccccc1OCCNC(=O)Nc1ccc(Br)cc1
13	COc1ccc(NC(=O)C(C)Sc2ccccc2)cc1 (stereo not given)
14	Cc1nnc2sc(SCC(=O)Nc3ccc(Br)cc3)nn2c1=O
15	Cc1ccc(C)c(S(=O)(=O)N2CCCOC2CNC(=O)C(=O)NCCCn2ccnc2)c1 (stereo not given)
16	C#CCN(C[C@H]1[C@H](OC(=O)Nc2cccs2)[C@H](OC(=O)Nc2cccs2)C[C@H]2C(=O)N(c3ccccc3)C(=O)[C@@H]12)S(=O)(=O)c1ccc(C)cc1

entry no.	9	10	11	12	13	14	15	16
TDP43 rescue	-10%	-12%	18µM*	?	15%	12%[9.22 µM]	29%	12%
D3 antag	?	nt	nt	-9	0	0	-16	-25
KB-V1 MDR tox	-17%	0%	16%	-21%	-1%	3%	0%	17%
GLP1R cytotox	-5%	-2%	6%	11%	-5%	-26%	2%	-7%
DRD3 agonist	-5	-5	-11	-9	9	0	-2	-1
GLP-1R agonist	0%	nt	nt	-1%	-2%	3%	0%	-5%
PTHR1 agonist	-17%	?	-45%[inhibitor]	-18%	-31%[inhibitor][57.5 µM]	-13%	i	i
aSyn yeast inh	-6%	nt	nt	-7%	9%	3%	6%	0%
GLP-1R inv ag	?	5%	?	?	-7%	-7%	28%	10%

17	COCCN(Cc1cc2cc(C)cc(C)c2nc1Cl)C(=O)Nc1ccccc1
18	Cc1cc(/C=C2\SC(=S)N(Cc3ccco3)C2=O)c(C)n1-c1ccccc1
19	O=C(COc1ccc(Cl)cc1Cl)N(Cc1ccco1)C1CCS(=O)(=O)C1 (stereo not given)
20	COc1cc2c(cc1OC)CN(C(=O)CN(C)S(=O)(=O)c1ccc(NC(C)=O)cc1)CC2
21	CSCc1ccc(C(=O)OCc2nc3ccccc3s2)o1
22	Cc1ccc(CNC(=O)CCc2c(C)nn(-c3ccc(N4CCCCC4)nn3)c2C)cc1
23	OCCNc1nc2ccccc2n1-c1ncnc2sc3c(c12)CCC3
24	CCCCn1c(SCC(=O)Nc2oc(C)c3c(C)n[nH]c(=O)c23)nc2cc(S(N)(=O)=O)ccc21

entry no.	17	18	19	20	21	22	23	24
TDP43 rescue	-6%	1%	-6%	-13%	-10%	3%	-12%	22%
D3 antag	4	-19	-25	4	5	nt	-8	-7
KB-V1 MDR tox	5.8µM*	-5%	-10%	5%	?	nt	-6%	0%
GLP1R cytotox	-14%	4%	-24%	-4%	-4%	1%	3%	10%
DRD3 agonist	-9	-1	1	-5	1	7	-19	6
GLP-1R agonist	10%	-8%	0%	12%	28%	nt	2%	5%
PTHR1 agonist	0%[57.5 µM]	i	-10%[57.5 µM]	-6%	-28%	-20%	-1%[57.5 µM]	-21%
aSyn yeast inh	-7%	8%	3%	-2%	-1%	nt	-3%	5%
GLP-1R inv ag	-20%	2.2µM*	0%	2%	-17%	5%	?	20%

25	COc1ccc(Cl)cc1NC(=O)C1Cc2cc(S(=O)(=O)N3CCCC3)ccc2N1C(C)=O (stereo not given)
26	O=C(Nc1nnc(S(=O)(=O)N2CCCc3ccccc32)s1)c1ccccc1Cl
27	CC(=O)Nc1ccc2nc(NC(=O)COc3ccc(C)cc3)sc2c1
28	COc1ccc(Nc2nc(C)cc(C)c2C#N)c(OC)c1
29	COCCN(C(=O)c1snc(C(N)=O)c1N)C(C(=O)NC1CCCCC1)c1ccc(OC)c(OC)c1 (stereo not given)
30	COc1ccc(C(=O)CC(=O)C(=O)Nc2ccc(C)c(C)c2)cc1
31	CCC(=O)N(CCC(c1ccc(C)cc1)c1ccco1)Cc1ccco1 (stereo not given)
32	O=C(CSc1ccc2nnc(-c3ccncc3)n2n1)NCC1CCCO1 (stereo not given)

entry no.	25	26	27	28	29	30	31	32
TDP43 rescue	-11%	21%	-4%	20%	10%	-34%[inhibitor]	6%	26%
D3 antag	-11	nt	-14	26	4	-9	-27	10
KB-V1 MDR tox	-15%	4%	-8%	3%	0%	4%	-14%	13%
GLP1R cytotox	-2%	-5%	-5%[0.307 µM]	-4%	7%	1%	-6%	0%
DRD3 agonist	-9	-2	-4	-4	1	-4	-13	0
GLP-1R agonist	3%	nt	-12%	4%	7%	10%	14%	6%
PTHR1 agonist	-24%	i	i	-2%	-16%	-11%	-12%	-4%
aSyn yeast inh	0%	nt	-10%	3%	-1%	18%	17%	6%
GLP-1R inv ag	?	?	-3%[0.307 µM]	32%	-4%	-9%	?	-1%

33	O=C(Cc1ccc(NC(=O)C2CCCN(C(=O)C3CCCCC3)C2)cc1)Nc1cccc(C(=O)N2CCCC2)c1 (stereo not given)
34	CC(C)(CC(=O)O)CC(=O)N1CCCN(c2nc3ccc(Cl)cc3s2)CC1
35	CCOC(=O)C[C@H]1c2ccc(C(F)(F)F)cc2S(=O)(=O)N1c1cccc(OC)c1
36	Cc1ccc(SCc2nnc(N)s2)cc1
37	O=C(COc1ccc(Cl)cc1)Nc1cnn(Cc2c(Cl)cccc2Cl)c1
38	O=C(Cn1ncc2c3ccccc3n(Cc3cccc(Cl)c3)c2c1=O)NCc1ccccn1
39	N#Cc1sc2nc(N3CCCCC3)c3c(c2c1N)CCCC3
40	O=C(NCCc1cccs1)C1CC(c2cccc([N+](=O)[O-])c2)=NO1 (stereo not given)

entry no.	33	34	35	36	37	38	39	40
TDP43 rescue	19%	-25%	?	-4%	-4%	2%	?	18%
D3 antag	-17	-11	?	29	-13	-9	106	4
KB-V1 MDR tox	0%	-8%	?	25%	-7%	?	7.3µM*	0%
GLP1R cytotox	-24%	5%	-9%	-4%	-5%	4%	?	1%
DRD3 agonist	9	-3	-23	-4	-6	1	25	12
GLP-1R agonist	0%	4%	-2%	6%	-25%	-1%	-8%	1%
PTHR1 agonist	-2%	-29%	-22%	-17%[57.5 µM]	5%	i	-12%[57.5 µM]	-3%
aSyn yeast inh	-6%	17%	23%	-2%	5%	2%	1%	9%
GLP-1R inv ag	4%	7%	?	4%	-22%	3%	?	2%

41	Cc1nn2c(N3CCN(C)CC3)c3c(nc2c1-c1ccccc1)CCCC3
42	C=CCOc1cccc(CNc2cccc(C(=O)O)c2)c1
43	CC(C)Oc1cccc(C(=O)NC(=S)Nc2ccc3c4c(cccc24)CC3)c1
44	CC(=O)Nc1ccc(O)c(-c2nc3ccccc3s2)c1
45	COc1cccc(NC(=O)C2(C)CCN2Cc2ccc3ccccc3c2)c1 (stereo not given)
46	CCc1ccc(/C=C\C(=O)N2CCc3ccccc3C2)cc1
47	OC1CCCN(Cc2ccc3c(c2)Cc2ccccc2-3)C1 (stereo not given)
48	O=C(Nc1nnc(-c2ccco2)s1)c1ccccc1
49	CCN(CC)S(=O)(=O)c1ccc(=O)n(CC(=O)N2CCCc3cc(C)ccc32)c1

entry no.	41	42	43	44	45	46	47	48	49
TDP43 rescue	3%	?	23%	-9%	1%	-9%	-27%	-14%	6%
D3 antag	-50*	14	25	-19	33	77	?	7	2
KB-V1 MDR tox	-9%	11%	0%	2%	-8%	-7%	-2%	0%	-15%
GLP1R cytotox	18%	1%	-24%	93%[activator]	-1%	7%	3%	3%	7%
DRD3 agonist	-12	1	13	0	16	3	-23	-13	2
GLP-1R agonist	5%	3%	-13%	0%	-6%	21%	9%	-12%	-9%
PTHR1 agonist	?	i	i	-3%	-2%	i	i	-68%[inhibitor][57.5 µM]	-92%[inhibitor]
aSyn yeast inh	0%	10%	1%	-1%	4%	-3%	5%	-26%	-1%[1.84 µM]
GLP-1R inv ag	-13%	-13%	2%	22%	?	0%	0%	0%	-17%

Compound profiles, as listed above. Screens in order: TDP43 rescue, D3 antag, KB-V1 MDR tox, GLP1R cytotox, DRD3 agonist, GLP-1R agonist, PTHR1 agonist, aSyn yeast inh, GLP-1R inv ag
`CCn1c(CNC(=O)c2cccc(C)c2)nc2ccccc21` across the screens: ?, -17, 20%, 3%, -11, 2%, i, 1%, -1%
`CC(C)(CC(=O)O)CC(=O)N1CCCN(c2nc3ccc(Cl)cc3s2)CC1` across the screens: -25%, -11, -8%, 5%, -3, 4%, -29%, 17%, 7%
`CCN(CC)S(=O)(=O)c1ccc(=O)n(CC(=O)N2CCCc3cc(C)ccc32)c1` across the screens: 6%, 2, -15%, 7%, 2, -9%, -92%[inhibitor], -1%[1.84 µM], -17%

A portion of the library. The share of hits here may be higher or lower than overall.
